# Assay outcomes as filed in PubChem BioAssay.
# SKKanGAS inh = inhibitors of SKKanGAS S. pyogenes growth in kanamycin (SK-promoter or general growth effect). AID 1662. inhibition, % at 7.5 µM. BacTiter-Glo, 6 h. 1.3% of 300,000 active;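 active = mean replicate score, as percent of positive control median, at least 50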;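 note: strain carries kanamycin resistance gene driven by streptokinase promoter and grows in 40 µg/ml kanamycin; loss of luminescence reflects streptokinase promoter inhibition or plain growth inhibition; 0% = median of DMSO wells and 100% = positive control at its reference dose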
# TRPC4 inh = blocks the mouse TRPC4 cation channel; B-score at 10 µM; 0.39% of 300,000 active; AID 2247; HEK293 TRPC4beta/mu-opioid, DAMGO-evoked Fluo4 calcium flux; hits give low values; Q9QUQ5;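 active = B-score over 3 SD under the library average, no early fluorescence shift, positive overall ratio signal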
#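 System: stable TRPC4beta/mu-opioid receptor HEK293 cells; Dosing: single-point compound dosing; Measured by: Fluo4 Ca2+ flux fluorescence; Read-out basis: per-well B score of integrated baseline-normalized Fluo4 ratio.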
# RGS4 pot = RGS4 potentiation or activation. 0.92% of 310,000 active. HEK293 M3R/inducible RGS4, carbachol calcium flux Fluo4; hits give low values. B-score at 10 µM;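 active = B-score of the integrated calcium signal more than 4 SD below the library mean, with starting fluorescence not abnormally high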;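 note: negative B-score means reduced calcium response which marks RGS4 activation or potentiation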
#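 Also added: carbachol at ECmax as muscarinic agonist stimulus; Assay system: HEK293 cells with stable M3R and inducible RGS4; Timing: overnight RGS4 induction, 30 min dye load 37 °C, 20 min compound RT; Measured by: Fluo4-AM (2 µM) calcium-flux fluorescence, kinetic read.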
# RGS4 inh = human RGS4 inhibition; P49798; HEK293 M3R/RGS4 inducible, Fluo-4 calcium flux; hits give high values; triggered by carbachol at its EC20; B-score at 10 µM; 0.45% of 310,000 active;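 active = B-score, a plate-corrected calcium signal, over three deviations above library mean, with baseline fluorescence within five deviations of library mean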;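 note: RGS4 expression induced by doxycycline in cells with stable M3 receptor; B-score is computed from the integrated fluorescence ratio over baseline after carbachol; higher B-score means a larger calcium signal and so more RGS4 inhibition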
# Target sequence (P49798 whole entry, looked up): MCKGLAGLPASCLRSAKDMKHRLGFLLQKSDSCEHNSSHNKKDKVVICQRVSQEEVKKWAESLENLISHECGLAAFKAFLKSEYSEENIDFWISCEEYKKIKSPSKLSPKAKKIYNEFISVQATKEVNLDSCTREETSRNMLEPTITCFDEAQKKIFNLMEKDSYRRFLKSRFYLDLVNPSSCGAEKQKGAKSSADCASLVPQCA
# TRPC6 activator = activators of mouse TRPC6 channel. HEK293-TRPC6 membrane potential dye fluorescence; hits give high values. Q61143. 0.13% of 310,000 active. B-score at 10 µM;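 active = B-score of the integrated fluorescence ratio above library mean plus 3 SD, and starting fluorescence ratio within library mean plus 5 SD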;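 note: higher score means more depolarization so channel activation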
# Target sequence (Q61143 whole entry, looked up): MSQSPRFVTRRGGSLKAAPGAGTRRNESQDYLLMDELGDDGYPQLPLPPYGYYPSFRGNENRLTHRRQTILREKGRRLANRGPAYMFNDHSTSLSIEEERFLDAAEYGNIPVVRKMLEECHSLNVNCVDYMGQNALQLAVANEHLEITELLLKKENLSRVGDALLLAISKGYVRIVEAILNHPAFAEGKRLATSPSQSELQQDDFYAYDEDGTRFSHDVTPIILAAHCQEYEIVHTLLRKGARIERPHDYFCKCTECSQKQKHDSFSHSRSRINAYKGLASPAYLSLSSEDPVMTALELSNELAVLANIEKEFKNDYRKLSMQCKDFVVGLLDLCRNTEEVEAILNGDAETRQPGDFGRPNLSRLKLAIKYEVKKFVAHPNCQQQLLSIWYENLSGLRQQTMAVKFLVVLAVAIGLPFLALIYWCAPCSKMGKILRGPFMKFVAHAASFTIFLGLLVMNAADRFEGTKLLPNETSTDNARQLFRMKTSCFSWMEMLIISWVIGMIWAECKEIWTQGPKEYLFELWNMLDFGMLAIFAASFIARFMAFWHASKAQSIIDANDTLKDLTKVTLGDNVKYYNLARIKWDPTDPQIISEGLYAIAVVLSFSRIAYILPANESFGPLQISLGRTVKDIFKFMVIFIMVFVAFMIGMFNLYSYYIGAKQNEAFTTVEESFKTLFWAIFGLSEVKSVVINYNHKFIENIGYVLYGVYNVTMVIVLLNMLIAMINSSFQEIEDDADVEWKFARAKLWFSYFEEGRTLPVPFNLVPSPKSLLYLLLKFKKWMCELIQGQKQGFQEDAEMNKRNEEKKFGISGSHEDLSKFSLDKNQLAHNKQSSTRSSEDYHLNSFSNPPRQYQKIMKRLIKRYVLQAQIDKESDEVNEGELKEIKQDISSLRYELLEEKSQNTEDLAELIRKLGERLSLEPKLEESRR
# TRPC6 inhibitor = mouse TRPC6 channel inhibition | Q61143 | HEK293-TRPC6, membrane potential dye, ACh-evoked depolarization; hits give low values | B-score at 10 µM | 1.1% of 310,000 active | AID 2553;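 active = B-score under library mean minus 3 SD, initial fluorescence not abnormally high, positive integrated signal ratio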;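 note: B-score derived from integrated fluorescence ratio over the kinetic read; more negative B-score means stronger inhibition of depolarization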
# MrgX1 antag = human MrgX1 receptor antagonism, primary screen. 1.3% of 310,000 active. Q96LB2. MRGX1-HEK293 calcium flux, Fluo-4, BAM8-22 antagonism; hits give low values. B-score at 10 µM. AID 588676;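 active = calcium-response B-score plate-corrected more than 3 library SD below zero, starting fluorescence within 5 deviations, no agonist response on first addition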;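 note: peak minus trough fluorescence over baseline after final BAM8-22 challenge near maximal dose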
# Platelet DG rel = platelet dense granule release activity; 0.22% of 300,000 active; human platelet-rich plasma, SFLLRN dense granule ATP release, luminescence; AID 1663; inhibition, %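 (compounds screened at 7.5 µM in platelet-rich plasma)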;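 active = mean replicate score, as percent of positive control, at or above 50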
# MrgX1 agonist = agonists of human MrgX1 receptor. Q96LB2. MrgX1-HEK293 cells, Fluo-4 calcium fluorescence, agonist mode; hits give high values. B-score at 10 µM. 0.44% of 310,000 active. AID 588627;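 active = calcium response B-score plate-corrected fluorescence ratio at least 3 library SD, with starting fluorescence B-score inside 5 SD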
#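 Material: MrgX1-expressing HEK293 cells; input: 15,000 cells per well; doses: test compound given as first of three sequential additions; schedule: overnight plating before 1 h dye loading; technique: Fluo-4 NW calcium-flux fluorescence, kinetic read; evaluation: baseline-normalised fluorescence change ratio, B-scored; control set: plate-wise positive and negative controls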
# HIF activator = HIF pathway transcriptional activation. U2OS HRE-luciferase reporter, luminescence; normalized: DMSO 0%, desferrioxamine 100%. activation, % at 7.5 µM (by protocol). 0.32% of 300,000 active. AID 1910;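 active = mean activation of at least 10% of the iron chelator positive control signal, with at least half of replicates also reaching 10%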
# MrgX1 PAM = allosterically activates human MrgX1 receptor signaling. Q96LB2. MrgX1-HEK293, Fluo-4 calcium flux, FDSS; hits give high values. B-score at 10 µM. 0.63% of 310,000 active. AID 588675;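 active = plate-corrected calcium response at least 3 library SD above typical, normal starting fluorescence, not activating the receptor alone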;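 note: compound read alongside a low EC10 to EC30 dose of BAM8-22 agonist; peak minus trough fluorescence over baseline measured at the second addition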
# Numbers without * were called inactive; i = inactive; nt = not tested or not shown.
# Results follow in this order: SKKanGAS inh, MrgX1 antag, MrgX1 PAM, RGS4 pot, TRPC4 inh, HIF activator, TRPC6 activator, MrgX1 agonist, Platelet DG rel, TRPC6 inhibitor, RGS4 inh
CCOC(=O)C1=C(C)N(C2CCCCC2)C(=O)C1
→ 1, i, i, i, i, 0.0, i, i, 9, i, i
CC12CC(NC(=O)N1c1cccc(C(=O)N3CCN(c4ccccc4)CC3)c1)c1ccccc1O2 (configuration not stated)
→ 3, i, i, i, i, 0.0, i, i, -3, i, i
COc1cccc(/C=C/C(=O)NCc2ccc3c(c2)OCO3)c1
→ -4, i, i, i, i, 0.4, i, i, -12, i, i
COc1cc(CNc2ncc(-c3ccc(Cl)cc3)n2C)cc(OC)c1OC
→ -5, i, i, i, i, 0.2, i, i, 1, i, i
COc1ccc(NC(=O)CSCC(=O)Nc2nnc(C)s2)cc1
→ 4, i, i, i, i, -0.5, i, i, 0, i, i
CCOc1ccc2[nH]c3c(N4CCc5ccccc5C4)ncnc3c2c1
→ 51*, i, i, -8.5*, i, 1.8, i, i, -5, -6.5*, i
CCCc1cc(=O)[nH]c(SCC(=O)Nc2ccc(Br)cc2)n1
→ 18, i, i, i, i, -0.7, i, i, -6, i, i
CCc1cccc(NS(=O)(=O)c2cccc3cccnc23)c1
→ -7, i, i, i, i, -0.3, i, i, -3, i, i
O=S(=O)(Nc1ccc2c(c1)OCCO2)c1ccc(F)c(F)c1
→ 7, i, i, i, i, -0.2, i, i, -1, i, i
CC(=O)Nc1ccc(NC(=O)CSc2nnc(C)n2-c2ccccc2)cc1
→ -2, i, i, i, i, -0.5, i, i, -4, i, i
C/C(=N\NC(N)=O)c1ccc(-n2ccnc2)cc1
→ -1, i, i, i, i, -0.4, i, i, 1, i, i
O=C(c1ccccc1)c1ccc(Sc2ccc([N+](=O)[O-])cc2)cc1
→ -2, i, i, i, i, 0.4, i, i, -4, i, i
COc1c(Cl)cnn(-c2ccc(Cl)c(Cl)c2)c1=O
→ 19, i, i, i, i, 0.3, i, i, -2, i, i
CCCc1nnc(NC(=O)C(=O)NCCN(CC)CC)s1
→ 4, nt, nt, -7.3*, i, 0.1, i, nt, 14, i, i
C=CCc1cc(C)ccc1OCC(O)CN1CCN(c2ccccc2)CC1 (configuration not stated)
→ 14, i, i, i, i, -0.1, i, i, 0, i, i
CSc1nc(C)cc(OCNC(=O)c2cccs2)n1
→ 5, i, i, i, i, -0.6, i, i, 3, i, i
COCCn1c(SCC(=O)Nc2ncc(C)s2)nc2sc3c(c2c1=O)CCC3
→ 6, nt, nt, i, i, -1.5, i, nt, -2, i, i
Cc1ccc(CNC(=O)c2ccc(N3CCC4(CC3)CC(c3cccc(Br)c3)=NO4)c(NC(=O)c3ccco3)c2)cc1
→ 15, i, i, i, nt, 0.0, i, i, -2, i, i
C/C(=N\NC(=O)CSc1nc2ccccc2s1)c1cccnc1
→ -8, i, i, i, i, 2.0, i, i, -8, i, i
CCNC(=O)NC(=O)COC(=O)c1cccc(S(=O)(=O)N2CC3(C)CC2CC(C)(C)C3)c1 (configuration not stated)
→ -14, i, i, i, i, 0.4, i, i, -5, i, i
COc1ccc(-c2cc(C)no2)cc1S(=O)(=O)NCc1ccc(OC(C)C)cc1
→ 6, i, i, i, i, -0.2, i, i, -3, i, i
CCC(=O)NCCn1ccc2ccccc21
→ 0, i, i, i, i, -0.2, i, i, 5, i, i
Cc1ccc(S(=O)(=O)N(CC(=O)NCCSC2CCCCC2)c2ccccc2F)cc1
→ 7, i, i, i, i, -0.4, i, i, 0, i, i
Cc1ccccc1Nc1ccc(S(=O)(=O)N2CCOCC2)cc1[N+](=O)[O-]
→ 6, i, i, i, i, -0.4, i, i, 9, i, i
COc1cc(CNCc2ccccc2)c(Br)cc1OC1CCCC1
→ 0, i, i, i, i, -0.1, i, i, 16, i, i
CCc1cc2c(=O)n(-c3ccc(Br)cc3)cnc2s1
→ -4, i, i, i, i, 2.4, i, i, -3, i, i
COc1ccc(CCNC(=O)C(=O)NCC2OCCN2S(=O)(=O)c2ccc(C)cc2)cc1 (configuration not stated)
→ -7, i, i, i, i, -0.3, i, i, 8, i, i
Cc1cc(C)cc(C(=O)NCC(=O)OCC(=O)N(C)c2ccccc2)c1
→ 3, -5.1*, i, i, i, 0.4, i, i, 9, i, i
CCc1ccc(NC(=O)C2CCN(S(=O)(=O)c3ccc4[nH]c(=O)ccc4c3)CC2)cc1
→ -17, i, i, i, i, -0.2, i, i, 8, i, i
Cc1c(Cl)cccc1NC(=O)CC1NCCNC1=O (configuration not stated)
→ 4, i, 13*, i, i, 0.4, i, i, 16, i, i
CC(C)OC(=O)/C(=C\c1ccc2c(c1)c1ccccc1n2C)NC(=O)c1ccccc1
→ 12, i, i, i, i, 0.8, i, i, 3, i, i
C=CCOc1c(CNc2ccc3[nH]c(=O)[nH]c3c2)cccc1OC
→ -5, i, i, i, i, -0.4, i, i, 0, i, i
COc1ccc(Cl)cc1NC(=O)C1CCN(S(C)(=O)=O)CC1
→ 2, i, i, i, i, -0.4, i, i, 1, i, i
CN(C(=O)c1ccc(S(=O)(=O)N(C)C)cc1)c1ccc2ccccc2c1
→ -3, i, i, i, i, -0.7, i, i, 3, i, i
COc1ccc(N=Nc2ccc(O)c3ncccc23)cc1
→ 70*, i, i, i, i, 92*, i, i, 1, i, i
C=C(C)Cn1c(SCC(=O)O)nnc1-c1ccccc1
→ 6, i, i, i, i, 0.1, i, i, 1, i, i
Cc1cccc(NC(=S)Nc2ccccn2)c1
→ -2, i, i, i, i, 2.7, i, i, 5, i, i
COc1ccc(NC(C(=O)Nc2cccc(C(C)=O)c2)c2ccccc2)cc1 (configuration not stated)
→ 16, i, i, i, i, 0.4, i, i, -8, i, i
COc1cccc(NC(=O)CCSc2nnc3scc(-c4ccccc4)n23)c1
→ -2, i, i, i, i, 0.7, i, i, -2, i, i
Cc1cc(C(=O)Nc2c(F)cc(F)cc2Br)no1
→ -2, i, i, i, i, 0.6, i, i, 4, i, i
CCN(CC)C(=O)C1CCC(CNS(=O)(=O)c2cccc3nsnc23)CC1 (configuration not stated)
→ -6, i, i, i, i, 0.2, i, i, 1, i, i
O=C(C1CCCC1)N1CCN=C1SCc1cccc([N+](=O)[O-])c1
→ 9, i, i, i, i, 1.2, i, i, -3, i, i
COc1ccccc1C(=O)NCCCN1CCCC1=O
→ 6, i, i, i, i, 0.1, i, i, 14, i, i
CC1=C(C(=O)O)N2C(=O)C(NC(=O)c3nn(C)cc3Cl)C2SC1 (configuration not stated)
→ -3, i, i, i, i, -0.2, i, i, -4, i, i
CCC(C)C1=CC(=Nc2c(C)n(C)n(-c3ccccc3)c2=O)C=C(C(C)CC)C1=O (configuration not stated)
→ 1, i, i, i, i, 0.2, i, i, 1, i, i
Cc1onc(-c2ccccc2)c1C(=O)N1CCC(C)CC1
→ 8, i, i, i, i, -3.8, i, i, -1, i, i
O=C(NCCc1ccc(Cl)cc1)c1ccc2nc[nH]c2c1
→ 2, i, i, i, i, 0.1, i, i, 5, i, i
CCC(c1nnnn1Cc1ccco1)N1CCC(C(N)=O)CC1 (configuration not stated)
→ -2, i, i, i, i, -0.8, i, i, 2, i, i
O=C(COC(=O)c1cn(-c2ccccc2)nc1-c1cccs1)NC1CC1
→ 2, i, i, i, i, -0.2, i, i, 3, i, i
Cc1cc(C)c(NC(=O)CN2C(=O)NC3(CCOc4ccccc43)C2=O)c(C)c1 (configuration not stated)
→ -1, i, i, i, i, -0.9, i, i, 1, i, i
COc1cc(OC)cc(C(=O)NCCNC(=O)c2ccco2)c1
→ -11, i, i, i, i, -0.2, i, i, -16, i, i
CC1CCCCN1C(=O)CSc1nc(N)nc(N)n1 (configuration not stated)
→ 4, i, i, i, i, 0.1, i, i, -3, i, i
CN(C)c1cccc(C(=O)NCC(c2ccco2)N(C)C)c1 (configuration not stated)
→ -2, i, i, i, i, 1.0, i, i, -8, i, i
Cc1cccc(OC(C)C(=O)Nc2ccc(S(=O)(=O)N3CCCC3)cc2)c1 (configuration not stated)
→ 13, i, i, i, i, -6.0, i, i, 12, i, i
O=C(Nc1nccs1)c1ccc(NC(=O)c2ccco2)cc1
→ 4, i, i, i, i, 2.5, i, i, 1, i, i
Cc1ccc(NC(=O)CSc2n[nH]c(-c3ccncc3)n2)c(C)c1
→ 4, i, i, i, i, 0.1, i, i, -2, i, i
CCOC(=O)c1[nH]n(-c2ccc(Cl)cc2)c(=O)c1C
→ 5, i, i, i, i, -0.4, i, i, -9, -7.8*, i
COc1ccc(-n2cnnc2SCC(=O)Nc2cc(C(C)(C)C)nn2-c2ccccc2)cc1
→ 1, i, i, i, i, 0.4, i, i, -1, i, i
Cc1cc(C)c2oc(C(=O)N(Cc3ccccc3)C3CCS(=O)(=O)C3)cc(=O)c2c1 (configuration not stated)
→ 0, i, i, i, i, 0.0, i, i, 34, i, i
COc1cc(CN2CCNC(=O)C2CC(=O)N2CCCCO2)cc(OC)c1 (configuration not stated)
→ 4, i, i, i, i, -0.3, i, i, 6, i, i

# Continuation.
# Results follow in this order: SKKanGAS inh, MrgX1 antag, MrgX1 PAM, RGS4 pot, TRPC4 inh, HIF activator, TRPC6 activator, MrgX1 agonist, Platelet DG rel, TRPC6 inhibitor, RGS4 inh
CCC(C)NC(=O)CSc1nc2c(sc(=S)n2Cc2ccco2)c(=O)n1-c1ccccc1 (configuration not stated)
→ 12, i, i, i, i, 0.4, i, i, -5, i, i
CCN1CCCC1CNC(=O)C1CCN(C(=O)c2cc3sccc3n2Cc2ccc(F)cc2)CC1 (configuration not stated)
→ -2, i, i, i, i, 0.2, i, i, -1, i, i
Cc1cc(C)cc(N(CCC#N)C(=O)COC(=O)c2ccccc2SCC(=O)N2CCCC2)c1
→ 18, i, i, -7.1*, i, -0.5, i, i, -6, i, i
CS(=O)(=O)N1CCN(c2ccccc2NC(=O)c2ccc3ccccc3c2)CC1
→ 19, i, i, i, i, -7.5, i, i, 4, i, i
CCOc1cc(C)c(S(=O)(=O)Nc2ccc(Cl)cn2)cc1C
→ 2, i, i, i, i, 0.0, i, i, -1, i, i
COc1ccc(NC(=O)c2nc[nH]c2C(=O)N[C@@H](C)c2ccccc2)cc1
→ 1, i, i, i, i, -0.3, i, i, -1, i, i
